CCT chaperon mod = changes cytosolic chaperonin activity; activity change, % (concentration not given with the values), hits read low; AID 651819; 360,000 tested, 0.3% active; purified chaperonin ATPase assay, HTRF ADP detection, 30 min; in the data active = activity change below about -30%; note: % is set by controls: 0 for no effect and ±100 for the full control effect
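First, chaperonin was dispensed at 40 nM or 20 nM final depending on batch activity. Next, compounds were pinned at 76 uM and ATP added at 10 uM. After 30 min at 37 °C, ADP detection reagents ran 30 min at ambient temperature.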
Nrf2 ARE act = activates Nrf2 signaling. AREc32 ARE-luciferase reporter (MCF7-derived line), luminescence, 24 h. Potency, µM (top dose mostly 46.1 µM), without a hit: at the top dose activation, hits mostly activators. 410,000 tested, 0.31% active. AID 624171; note: potency is the fitted concentration of half-maximal effect; % of control where 0% means no effect; nearly all actives have a fitted effect of over 65% in size
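ARE-driven firefly luciferase activity in AREc32 cells measured after a 24 hr compound exposure at 37 deg C, using Steady-Glo reagent and a 30 min room-temperature hold.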
Mm-Cpn inhibitor = M. maripaludis TRiC chaperonin inhibition | Potency, µM (titrated, usually from 76.9 µM), for the others: top-dose activity, negative = inhibition, most hits filed as inhibitors | 330,000 tested, 0.031% active | purified Mm-Cpn ATPase, ADP Transcreener TR-FRET; note: potency is the fitted concentration of half-maximal effect; % is set by controls: 0 for no effect and ±100 for the full control effect; nearly all actives have a fitted effect of over 80% in size
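Compound-treated chaperonin, 25 nM final, turns over 10 uM ATP at 37°C for 30 min following a 10 min preincubation; ADP generated competes with ADP-d2 for Eu-cryptate antibody, lowering FRET.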
Nrf2 block = blocks Nrf2 signaling | 360,000 tested, 2.1% active | Potency, µM (series often up to 46 µM), without a hit: at the top dose activity change, negative = inhibition, hits mostly inhibitors | A549 ARE-Fluc reporter, luciferase luminescence, 18-24 h; note: potency is the fitted concentration of half-maximal effect; % is set by controls: 0 for no effect and ±100 for the full control effect; nearly all actives have a fitted effect of over 60% in size
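Cells were seeded and rested 2 h, then exposed to compounds for 18-24 h. CellTiter-Fluor was read first as a viability measure. BugLite was added 15 min before the final luminescent read of ARE-luciferase activity in A549 cells.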
S2 tox = cell viability loss in ATXN counter-screen; S2 cells (HEK-293 line with an ATXN2-luciferase reporter) viability, CellTiter-Fluor protease fluorescence, 24 h; Potency, µM (titrated, usually from 56.7 µM), most hits filed as cytotoxic; 400,000 tested, 0.49% active; AID 651635; note: potency is the fitted concentration of half-maximal effect; nearly all actives have a fitted effect of over 40% in size
TGFb SMAD3 inh = TGF-b pathway inhibition; HepG2 CAGA-GFP TGF-b/SMAD3 reporter, GFP fluorescence, 18 h; TGF-beta stimulated, 500 pg/mL final; Potency, µM (highest dose often 46.1 µM), without a hit: top-dose activity, negative = inhibition, hits mostly inhibitors; 410,000 tested, 1.2% active; AID 588855; note: potency is the fitted concentration of half-maximal effect; % is set by controls: 0 for no effect and ±100 for the full control effect; nearly all actives have a fitted effect of over 65% in size
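Cell-based qHTS in HEPG2 carrying a CAGA-GFP Smad reporter; compounds added before 500 pg/mL final TGF-beta, 18 h incubation at 37 degrees C, GFP fluorescence quantified per cell by imaging cytometry.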
Akt phos inh = inhibitors of Akt phosphorylation. Neuro2A IGF-stimulated pAkt S473 HTRF, 20 min; stronger effect = lower value. activity change, % for hits at 50 µM. 360,000 tested, 0.32% active; in the data active = activity change below about -80%; inconclusive = mostly about -51% to -80%; note: % is set by controls: 0 for no effect and ±100 for the full control effect
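Neuro2A cells in DMEM with 0.5% FBS, overnight at 37 deg C, given compound at single 50 µM final, then IGF (6 nM final) for 20 min at 37 deg C. Lysed; phospho-Akt Ser473 by HTRF after 24 h, 665/615 ratio.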
HepG2 viability = kills HepG2 cells in TGF-b inhibitor counter-screen; AID 588856; Potency, µM (top dose mostly 46.1 µM), inactives show at the highest dose activity change, negative = cytotoxicity, hits mostly cytotoxic; HepG2 CAGA-GFP viability, ATP luminescence, 18 h; 410,000 tested, 0.76% active; note: potency is the fitted concentration of half-maximal effect; some results filed as inactive show a strong effect at the top dose
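HepG2 CAGA-GFP cells (1000/well, DMEM with 1% FBS) received compound, then TGF-beta at 500 pg/mL final, and were incubated 18 hours at 37 degrees C. Viability was read by CellTiter-Glo luminescence. Media-only wells were set as complete cell-killing and DMSO as no toxicity.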
A549 tox = kills or reduces viability of A549 cells in Nrf2 counter-screen; 390,000 tested, 0.16% active; Potency, µM (highest dose often 46 µM), inactives show top-dose activity change, negative = cytotoxicity, most hits filed as inhibitors; A549 ARE-Fluc cells, CellTiter-Fluor viability, 18-24 h; note: potency is the fitted concentration of half-maximal effect; % is set by controls: 0 for no effect and ±100 for the full control effect
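Cytotoxicity counterscreen: CellTiter-Fluor fluorescence was measured in A549 ARE_Fluc cells after 18-24 h of compound exposure in a concentration series. The subsequent BugLite luminescent read reports ARE-luciferase activity.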
Starred values were filed as active, the others as inactive; i = inactive; ? = inconclusive; · = not tested or not shown; [ ] = another dose, or the depositor's remark. Unless noted, calls come from the whole dose curve; as a rule, active = well fitted curve in the direction sought with a large enough effect; inconclusive = small, poorly fitted or top-dose-only effect, or another doubt; inactive = no such curve, though single readings can be large; an effect the other way counts as inactive or inconclusive. An unsorted share of the library; about 4.4% have a hit in one of these screens.

SMILES	Mm-Cpn inhibitor	CCT chaperon mod	S2 tox	TGFb SMAD3 inh	A549 tox	Nrf2 block	Nrf2 ARE act	HepG2 viability	Akt phos inh
CN(CC(=O)Nc1ccc(F)c(F)c1F)C(=O)C1CC(=O)N(C2CCCC2)C1 (stereo unspecified)	-2.2%	-0.2	?	7.7%	-10.4%	-7.7%	0.1%	2.0%	i
Cc1nnc(SCc2cccs2)[nH]c1=O	-1.9%	1.2	i	16.3%	-6.6%	·	0.0%	15.1%	i
CC[C@]12c3[nH]c4cc(-c5ccco5)ccc4c3CCN1C(=O)[C@@H](CC(=O)NCc1cccc(C(F)(F)F)c1)C[C@@H]2C(=O)N1CCN(C(=O)C2CC2)CC1	-4.3%	-0.2	?	10µM*	?	?	0.7%	-4.7%	i
CCN1C(=O)c2cccc3c(S(=O)(=O)Nc4ncccc4C)ccc1c23	0.9%	-0.8	i	20.2%	-3.1%	?	20.5%	-20.5%	i
COc1ccc(CCn2c(NN=C(C)C)nc3c2c(=O)[nH]c(=O)n3C)cc1	-1.4%	-0.5	?	0.3%	2.9%	-23.6%	8.7%	-27.1%	i
O=[N+]([O-])c1cc2c(cc1/C=N/Nc1nc(N3CCCC3)nc(N3CCCC3)n1)OCO2	-0.2%	-2.9	i	-13.1%	1.0%	-8.3%	-0.3%	4.8%	i
COc1ccc(NC(=S)Nc2ccccc2OC)c(OC)c1	-0.3%	-1.8	i	15.9%	?	28.5%	0.4%	-4.8%	i
Cc1cccc(OCc2nc(-c3ccc(-n4cccc4)cc3)no2)c1	-0.9%	0.6	i	-4.1%	-4.3%	?	-0.5%	-33.3%	i
CC1(C)N=C(c2ccccc2)C(c2ccccc2)=N1	·	-1.9	i	15.2%	-2.8%	6.9%	-0.4%	0.2%	i
CCN(CC)S(=O)(=O)c1ccc(N2CCOCC2)c(NC(=O)c2cnccn2)c1	-2.1%	-2.0	i	-1.1%	4.4%	-5.5%	0.5%	-44.0%	i
ClCC1CN(Cc2ccccc2Cl)CCO1 (stereo unspecified)	-1.8%	0.3	i	4.5%	-2.8%	-18.1%	-0.2%	-21.9%	i
Cc1coc2cc3oc(=O)c(Cc4ccccc4)c(C)c3cc12	-3.3%	-0.1	i	0.6%	-1.3%	2.0%	-0.4%	-5.7%	i
COc1ccc(-c2cc(-c3ccco3)[nH]c(=O)c2C#N)cc1OC	-26.2%	1.1	i	1.0%	-11.8%	27.5%	3.0%	-6.7%	i
Cc1ccc(NC(=O)CCn2cnc3onc(-c4ccc(F)cc4)c3c2=O)c(Br)c1	·	·	i	6.8%	4.6%	9.4%	-0.4%	1.7%	·
CCc1ccccc1NC(=O)N1CCN(c2cc(-c3noc(C)n3)ccc2C)CC1	·	·	i	2.9%	12.8%	·	0.4%	-22.9%	·
COc1ccc(-c2cc(C(=O)NCc3ccco3)c3ccccc3n2)cc1OC	·	-0.6	i	16.8%	1.4%	3.1%	0.1%	0.501µM*	i
COc1ccccc1N(C(=O)c1ccco1)C(C(=O)NC1CCCCC1)c1cc(OC)c(OC)c(OC)c1 (stereo unspecified)	-0.3%	0.6	i	9.9%	-12.7%	-20.9%	-0.1%	2.4%	i
COc1ccc(C(=O)CSc2nnc(NC(=O)C3CC(=O)N(c4cccc(OC)c4)C3)s2)cc1 (stereo unspecified)	-4.5%	-0.8	i	4.4%	-1.3%	-5.7%	-0.5%	1.5%	i
Cc1csc(NC(=O)c2ccc3nc[nH]c3c2)n1	0.9%	-0.4	?	8.6%	2.5%	?	1.1%	-8.7%	i
O=C(Nc1ccc(Cl)c([N+](=O)[O-])c1)c1ccco1	-0.9%	-12.0	i	-11.7%	0.1%	0.3%	?	-10.1%	i
Nc1ncc(Br)cc1S(=O)(=O)N1CCCCCC1	-0.4%	0.2	i	1.6%	-5.7%	?	-0.6%	14.3%	i
CC1(C)CC(NC(=O)C2CCC(=O)N(C3CC3)C2)CC(C)(C)C1 (stereo unspecified)	3.3%	-1.6	i	8.5%	0.1%	14.0%	-0.6%	0.9%	i
COc1cc(OC)cc(-c2nnc(Nc3nc4c(F)cccc4s3)o2)c1	-0.3%	-1.0	i	-1.1%	-6.9%	?	0.4%	1.7%	i
COc1ccc(NC(=O)CCCc2nc(-c3ccco3)no2)c(OC)c1	·	·	i	-1.5%	3.5%	-2.8%	0.7%	-0.5%	·
O=C(CC(=O)Nc1ccccc1[N+](=O)[O-])Nc1ccccc1[N+](=O)[O-]	0.6%	0.2	i	-10.9%	4.5%	-24.0%	?	-40.8%	i
CC1CN(CCOc2ccccc2-c2ccccc2)CC(C)O1 (stereo unspecified)	1.8%	1.4	i	-21.4%	8.6%	1.4%	2.6%	-19.1%	i
O=C(NCC(=O)N1CCN(C/C=C/c2ccccc2)CC1)c1ccc(OC(F)F)cc1	2.4%	-0.2	i	-20.3%	-0.7%	?	2.6%	-20.1%	i
Cc1ccc(NC(=O)c2oc3ccccc3c2NC(=O)C2CCCO2)cc1C (stereo unspecified)	?	0.1	?	17.4%	-22.1%	?	4.0%	-31.3%	i
Cc1ccc(C(O)c2ncc(-c3ccccc3Cl)[nH]2)c(C)c1 (stereo unspecified)	·	-1.3	?	-21.7%	·	·	3.3%	-33.2%	i
O=C(O)/C=C/c1cn(-c2ccccc2)nc1-c1cccc([N+](=O)[O-])c1	0.6%	0.1	i	1.9%	-0.3%	-9.6%	?	-0.7%	i
CSc1nc(=S)n(-c2cc(C)ccc2C)c(C)c1C(C)=O	0.1%	-2.4	i	-2.1%	2.9%	3.5%	5.0%	-9.5%	i
NC(=O)Cc1nc(-c2ccccc2)cs1	1.7%	2.2	i	-17.5%	9.5%	5.3%	-0.2%	3.0%	i
CCN(CC)S(=O)(=O)c1ccc(Cl)c(NC(=O)c2ccc(C#N)cc2)c1	0.2%	-1.5	i	-20.4%	15.1%	-18.5%	4.6%	-56.8%	i
COc1ccc(-c2csc(NC(=O)Cc3ccccc3F)n2)c(OC)c1	-17.9%	0.2	i	?	0.5%	?	4.3%	-2.5%	i
CC1=C(C(=O)Nc2ccccc2)C(c2ccc(O)cc2)n2nc(SCc3ccccc3)nc2N1 (stereo unspecified)	·	·	i	5.3%	3.9%	1.7%[9.27 µM]	0.5%	6.8%	·
Cc1cccc(C)c1NC(=S)NN1CCN(C)CC1	-10.9%	-8.6	i	3.3%	1.3%	3.1%	0.1%	2.7%	i
COc1ccc(CCNC(=O)CCCn2c(=S)[nH]c3cc4c(cc3c2=O)OCO4)cc1OC	·	-6.4	i	3.3%	·	·	-0.5%	-1.4%	i
C(=C\c1ccccc1)/CN1CCN(C(c2ccccc2)c2nnnn2-c2ccc3c(c2)OCCO3)CC1 (stereo unspecified)	·	1.8	?	?	·	·	4.0%	-24.3%	i
C[C@H](CO)N1C[C@H](C)[C@@H](CN(C)C(=O)Nc2ccccc2F)Oc2ncc(Br)cc2C1=O	·	-1.5	i	23.1%	·	·	0.6%	-16.7%	i
Cc1cccc(-c2nc(CSc3nncn4c3cc3sccc34)c(C)o2)c1	·	·	·	-2.5%	7.5%	5.0%	-0.7%	-24.8%	·
O=C(COc1ccc(Cl)cc1Br)NC1CC1	-1.8%	1.2	i	-6.2%	?	-26.6%	3.9%	0.2%	i
Cc1cc(C)c(C)c(S(=O)(=O)Nc2ccccc2N2CCOCC2)c1C	-1.3%	-1.2	i	-23.1%	-5.6%	-28.5%	0.3%	-10.4%	i
N#Cc1ccccc1Cn1c(=O)n(CCCC(=O)NCc2ccccc2Cl)c(=O)c2ccccc21	·	·	·	0.0%	2.7%	?	-0.4%	-15.6%	·
Cc1ccc(NC(=O)COc2ccccc2)c(NC(=O)c2ccccc2C)c1	·	0.5	i	2.6%	-8.3%	-1.0%	2.3%	11.3%	i
Cc1cc(C)c(C#N)c(SCC(=O)Nc2c(C)n(C)n(-c3ccccc3)c2=O)n1	0.0%	0.1	i	6.5%	-7.7%	-12.3%	-0.7%	-6.7%	i
C=CCOc1ccc2cccc(/C=N/NC(=O)c3cc4cc([N+](=O)[O-])ccc4s3)c2c1	1.5%	-2.2	i	18.9%	16.7%	-3.4%	0.2%	-23.1%	i
CC1(C)C(=O)Nc2ccccc2N1C(=O)COC(=O)COc1cccc(C(F)(F)F)c1	3.2%	0.9	i	10.2%	5.6%	-0.9%	0.2%	-7.9%	i
CCOC(=O)N1CCC(NC(=O)CCC(=O)N2CC(C)Oc3ccc(Cl)cc32)CC1 (stereo unspecified)	0.1%	-1.2	i	21.2%	-0.4%	-15.3%	-0.2%	1.4%	i
O=C(CCC1CCCN(Cc2ccncc2)C1)NCc1ccc(F)c(F)c1 (stereo unspecified)	2.7%	2.1	i	8.0%	2.6%	-11.1%	-0.2%	8.8%	i
Cc1ccc(SCc2nc(-c3ccc(C(=O)NCCc4ccc(Cl)cc4)cc3)oc2C)cc1	·	·	i	-5.8%	-0.1%	?	-0.2%	7.2%	·
CCN(CC)CCN(C(=O)C1=COCCO1)c1nc2cc3c(cc2s1)OCO3	2.9%	-2.6	i	-7.2%	0.0%	0.0%	0.4%	-3.1%	i
Cc1cccc(C2c3[nH]c4ccccc4c3CCN2C(=O)c2ocnc2C)n1 (stereo unspecified)	2.3%	-1.5	i	-34.7%	6.8%	-18.2%	8.6%	-7.3%	i
